GALK inhibitor = qHTS Assay for Inhibitors of Human Galactokinase (GALK); P51570; Purified GALK, Kinase-Glo residual ATP luminescence; Potency, µM (top dose mostly 57.5 µM), for inactives: at the top dose activity change, negative = inhibition, actives largely listed as inhibitors; 270,000 compounds, 0.007% hits; note: potency is the fitted concentration of half-maximal effect; % is set by controls: 0 for no effect and ±100 for the full control effect
Target sequence (P51570 whole entry, looked up): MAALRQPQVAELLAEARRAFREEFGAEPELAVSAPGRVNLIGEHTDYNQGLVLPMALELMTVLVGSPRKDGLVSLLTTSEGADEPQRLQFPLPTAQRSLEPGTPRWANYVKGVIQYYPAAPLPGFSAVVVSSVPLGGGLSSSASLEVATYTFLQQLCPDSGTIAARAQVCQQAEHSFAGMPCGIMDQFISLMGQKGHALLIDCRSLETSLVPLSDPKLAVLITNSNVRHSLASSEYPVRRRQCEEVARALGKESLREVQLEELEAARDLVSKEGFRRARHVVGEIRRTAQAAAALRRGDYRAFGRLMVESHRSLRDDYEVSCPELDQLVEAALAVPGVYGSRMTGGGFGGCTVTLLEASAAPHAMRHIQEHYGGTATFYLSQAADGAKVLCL
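The enzyme phosphorylates galactose (100 uM) using ATP (35 uM); inhibition is detected as higher residual ATP, quantified by bioluminescence after 1 h reaction at room temperature, pH 8.0.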
MLL CXXC-DNA inh = qHTS Fluorescence Polarization Assay for Inhibitors of MLL CXXC domain - DNA interaction; Histone-lysine N-methyltransferase 2A (Homo sapiens), Q03164; MLL-CXXC / FITC-HOXA9 DNA fluorescence polarization; Potency, µM (highest dose often 115 µM), inactives show at the top dose activity change, negative = inhibition, usual class: inhibitors; 290,000 compounds, 0.037% hits; AID 2662, 2010; active = well fitted inhibition curve with a large enough effect in the polarisation, with a control signal flat, not every such curve was filed as active; inconclusive = small, poorly fitted or top-dose-only effect, or effect the other way, or a change in a side signal; inactive = no such curve, though single readings can be large or run the other way; the % refers to the polarisation; note: potency is the fitted concentration of half-maximal effect
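Fluorescence polarization: 7 uM MLL-CXXC (stock) preincubated 5 min with compounds, then 50 nM fluorescein-HOX-A9 DNA (stock) added; 30 min ambient. Buffer 50 mM Tris-HCl pH 7.5, 50 mM NaCl, 1 mM DTT, 0.05% BSA.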
a7 integrin act = qHTS for Activators of Integrin-Mediated Alleviation for Muscular Dystrophy | alpha7betagal myoblasts, beta-gal FDG fluorescence, 48 h | Potency, µM (doses to about 38.3 µM), for the others: top-dose activation, usual class: activators | 350,000 compounds, 0.064% hits;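 note: potency is the fitted concentration of half-maximal effect; 100% = response of the positive control SU9516; nearly all actives have a fitted effect of over 60% in size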
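alpha7betagal+/- myoblasts (passage 13, 250/well) treated 48 h at 37C with compounds at 1:260 dilution of DMSO stock. Lysed, then beta-galactosidase activity read as FDG fluorescence (ex 480/em 540) after 30 min, with pre-read for autofluorescence.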
KCNH2 WT inh = qHTS for Inhibitors of KCHN2 3.1: Wildtype qHTS | Voltage-gated inwardly rectifying potassium channel KCNH2 (Homo sapiens), Q12809 | U2OS, BacMam KCNH2, thallium flux FluxOr; hits give low values | activity change, % at 1.84 µM | 340,000 compounds, 0.37% hits;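 active = maximum activity change below -70%; inconclusive = maximum activity change between -70% and -50%; inactive = maximum activity change above -50%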; note: % is set by controls: 0 for no effect and ±100 for the full control effect
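U2OS cells were transduced with wild-type KCNH2 virus (2.03 x 10^8 / mL) for 4 h at room temperature, then cultured overnight at 37 C. Thallium flux was read with FluxOr dye. Rate constants were normalized to DMSO controls.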
S-ASM inh = Inhibitors of Secretory Acid Sphingomyelinase (S-ASM): qHTS; placental ASM, HMU-PC fluorogenic substrate, 60 min; Potency, µM (highest dose often 57.5 µM), for inactives: at the highest dose activity change, negative = inhibition, actives largely listed as inhibitors; 340,000 compounds, 0.006% hits; AID 504937, 2011; note: potency is the fitted concentration of half-maximal effect
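Fluorescence read-out (Ex 386 nm, Em 447 nm) after stopping the reaction at pH 10. Enzyme: ASM from human placenta; substrate HMU-PC0, 9 uM final; 60 min, 37 °C. Compound preincubation 10 min, ambient temperature.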
TRPV1 agonist = HTS Assay for Compounds that Act as Agonists of the Vanilloid Receptor 1; TRPV1-expressing cells, Fluo-8 calcium influx, agonist mode; AID 540275, 2011; Transient receptor potential cation channel subfamily V member 1 (Homo sapiens), Q8NER1; 320,000 compounds, 0.19% hits; activation, % at 8.33 µM; in the data active = activation above about 80%; inconclusive = between about 30% and that limit; note: 0% is about no effect
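Fluo-8 calcium influx in TRPV1-expressing cells, kinetic read (ex 480/em 520 nm). Compound added and read 3 min for agonist activity, followed by capsaicin at EC20 final and 2 min further read for enhancement.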
Coupling enz = qHTS Assay for Inhibitors of Fructose-1,6-bisphosphate Aldolase from Giardia Lamblia: Coupling assay counterscreen. coupling enzyme system counterscreen, AmpLite Red fluorescence. AID 2472, 2010. 290,000 compounds, 0.67% hits. activity change, negative = inhibition, % at 58.2 µM, hits read low; in the data active = activity change below about -30%; note: % is set by controls: 0 for no effect and ±100 for the full control effect
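Coupling enzymes only (glyceraldehyde-3-phosphate) + compound, at 57.5 uM final, 10 min RT; add substrate/coupling/AmpLite Red mix, 20 min RT; fluorescence ex 525/em 598 nm. Actives flag coupling-system interference.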
KCNH2 3.1 block = qHTS for Inhibitors of KCHN2 3.1: Mutant qHTS. 340,000 compounds, 0.95% hits. AID 720553, 2013. Potassium voltage-gated channel subfamily H member 2, brain isoform KCNH2 3.1 (human). activity change, % (tested at about 1.8 µM). U2OS KCNH2 3.1, thallium flux FluxOr; hits give low values;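 active = maximum activity change below -70%; inconclusive = maximum activity change from -70% to -50%; inactive = maximum activity change above -50%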;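 note: thallium influx rate constant from kinetic fluorescence after stimulation buffer; % is set by controls: 0 for no effect and ±100 for the full control effect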
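FluxOr-based Tl+ influx in U2OS cells transduced with KCNH2 3.1 virus; rate constants normalized to DMSO controls.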
A-T KAP1 phos = qHTS Assay for Identifying a Potential Treatment of Ataxia-Telangiectasia | Potency, µM (top dose mostly 57.5 µM), for the others: top-dose activation, usual class: activators | 320,000 compounds, 0.19% hits | […] A-T fibroblasts, KAP-1 phosphorylation AlphaLISA; neocarzinostatin DNA damage 30 min before lysis; note: potency is the fitted concentration of half-maximal effect; % of control where 0% means no effect; nearly all actives have a fitted effect of over 45% in size
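hTERT-immortalized A-T patient fibroblasts ([…]), 500 cells/well in OPTI-MEM, 1% FBS, got compounds for 60 min, then NCS for 30 min at 37C. Lysates were then assayed for phospho-KAP-1 by AlphaLISA (anti-pKAP1 donor, anti-KAP1 acceptor beads), 6 hr at 25C.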
MBNL1 CUG block = qHTS Assay for Inhibitors of MBNL1-poly(CUG) RNA binding. TR-FRET MBNL1-His/biotin-(CUG)12 binding, 665/545 ratio. Muscleblind-like protein 1 (Homo sapiens), Q9NR56. Potency, µM (series often up to 57.5 µM), without a hit: at the top dose activity change, negative = inhibition, usual class: inhibitors. 280,000 compounds, 0.036% hits. AID 2675, 2010; active = well fitted inhibition curve with a large enough effect in the signal ratio, with a control signal flat, not every such curve was filed as active; inconclusive = small, poorly fitted or top-dose-only effect, or effect the other way, or a change in a side signal; inactive = no such curve, though single readings can be large or run the other way; the % refers to the signal ratio; note: potency is the fitted concentration of half-maximal effect; % is set by controls: 0 for no effect and ±100 for the full control effect
Target sequence (Q9NR56 whole entry, looked up): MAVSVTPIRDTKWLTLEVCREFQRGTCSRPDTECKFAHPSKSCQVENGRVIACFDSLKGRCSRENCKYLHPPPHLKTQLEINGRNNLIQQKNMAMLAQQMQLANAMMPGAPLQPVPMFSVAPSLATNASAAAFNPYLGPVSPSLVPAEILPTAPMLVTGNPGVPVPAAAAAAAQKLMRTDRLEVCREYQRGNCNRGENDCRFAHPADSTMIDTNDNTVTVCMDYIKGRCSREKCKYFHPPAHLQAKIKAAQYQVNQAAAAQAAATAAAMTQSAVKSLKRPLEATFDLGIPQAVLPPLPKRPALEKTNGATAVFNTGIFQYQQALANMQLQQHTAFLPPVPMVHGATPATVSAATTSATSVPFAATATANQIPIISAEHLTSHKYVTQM
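Ratiometric TR-FRET (665 over 545 nm, excitation 340 nm) tracks disruption of MBNL1-His/biotin-(CUG)12 complex after 60 min at room temperature, with compounds at 92 nM to 58 uM final.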
* hit, by the source's call; ? = inconclusive; · = not tested or not shown; [ ] = remark or other dose. Unless noted, calls come from the whole dose curve; as a rule, active = well fitted curve in the direction sought with a large enough effect; inconclusive = small, poorly fitted or top-dose-only effect, or another doubt; inactive = no such curve, though single readings can be large; an effect the other way counts as inactive or inconclusive.

1. N=c1c(C(=O)NC2CCCC2)cc2c(=O)n3ccccc3nc2n1C1CCCC1
2. CCOC(=O)c1c(NC(=O)CC)sc2c1CCN(Cc1ccccc1)C2
3. COc1cccc(NC(=O)CN(C)C(=O)Cc2cccc3ccccc23)c1
4. O=C(Cc1c(Cl)cccc1Cl)Nc1ccncc1Cl
5. O=C(c1ccc(Cl)c(S(=O)(=O)Nc2ccc(F)cc2)c1)N1CCN(c2ccccn2)CC1
6. CCn1cc(Cl)c(C(=O)NNC(=O)CCn2cc([N+](=O)[O-])cn2)n1
7. CC(=O)NC1CCC(OC(=O)Nc2ccccc2)CC1 (stereo not given)
8. COc1ccc(CN2CCN(S(=O)(=O)c3ccc(F)cc3)CC2)cc1OC
9. CCNc1ccc(C(=O)OCC(=O)NCc2ccc(C)cc2)cc1[N+](=O)[O-]
10. COc1ccc(-c2noc(CSc3nc4ccccc4c(=O)n3-c3ccccc3)n2)cc1OC

compound no.	1	2	3	4	5	6	7	8	9	10
GALK inhibitor	-2%	·	·	6%	·	0%	·	3%	-1%	0%
MLL CXXC-DNA inh	2%	·	·	-9%	-4%	1%	·	-19%	-1%	14%
a7 integrin act	-14%	-28%	9%	0%	-12%	21%	11%	-12%	-15%	12%
KCNH2 WT inh	?	6	-1	2	-30	-8	-9	-2	-9	-6
S-ASM inh	384%[activator]	128%[activator]	-2%	0%	-2%	3%	-1%	4%	-1%	-7%
TRPV1 agonist	-13	15	1	-2	-2	0	·	17	4	-2
Coupling enz	-2	-1	·	·	0	-1	·	1	4	-1
KCNH2 3.1 block	-47	9	21	-13	-5	10	-8	1	-2	-1
A-T KAP1 phos	12%	-1%	-2%	8%	9%	0%	·	-2%	-1%	-5%
MBNL1 CUG block	?	13%	·	?	0%	11%	·	-6%	-5%	1%

11. O=C1c2ccc([N+](=O)[O-])cc2C(=O)N1Cc1cccnc1
12. S=C(Nc1cccnc1)N1CCN(c2ccccc2Cl)CC1
13. CSc1ccccc1C(=O)N1CCCCC1
14. COC(=O)COc1ccccc1/C=C1/NC(=O)NC1=O
15. CC1Cc2ccccc2N1S(=O)(=O)c1cnc(Cl)c(Cl)c1 (stereo not given)
16. CC(=O)N1CCN(Cc2nc3cc(NC(=O)Cn4nc(C)c5ccccc5c4=O)ccc3n2C)CC1
17. CCN(C[C@H]1N[C@@](CC)(C(=O)OC)[C@H]2C(=O)N(C)C(=O)[C@@H]12)C(=O)COc1ccccc1
18. O=C1C=C(c2cccc3c2sc2ccccc23)C[C@@H](c2ccc(Cl)cc2)C1
19. COc1cc(/C=N/NC(=O)COc2ccc(-n3cnnn3)cc2)ccc1OCC(N)=O
20. COCCCNCCOCCOc1ccc(Cl)cc1Br

compound no.	11	12	13	14	15	16	17	18	19	20
GALK inhibitor	0%	17%	-2%	4%	2%	2%	·	·	-1%	-3%
MLL CXXC-DNA inh	-1%	8%	-4%	2%	-9%	15%	·	·	4%	14%
a7 integrin act	2%	0%	-6%	6%	5%	25%	8%	26%	29%	-45%
KCNH2 WT inh	-13	-3	1	-3	27	-3	8	2	3	41
S-ASM inh	0%	-2%	5%	3%	-4%	9%	4%	-7%	1%	5%
TRPV1 agonist	9	30	-2	2	-2	0	·	5	0	3
Coupling enz	2	0	-1	1	0	3	·	·	0	-1
KCNH2 3.1 block	-31	-11	-20	13	15	-7	-34	-5	3	-24
A-T KAP1 phos	10%	-5%	-5%	16%	-2%	1%	5%	25%	8%	2%
MBNL1 CUG block	?	-9%	4%	?	0%	-1%	·	·	·	-21%

21. Cc1cc(C)c2c(=O)n(CC(=O)NC3CCCC3)sc2n1
22. CCN(CC)S(=O)(=O)c1cc(C(=O)N(C)CC(=O)Nc2ccc(Cl)cc2)ccc1Cl
23. O=C(CCc1ccc(S(=O)(=O)N2CCOCC2)cc1)N1CCN(Cc2ccc3c(c2)OCO3)CC1
24. O=C(CSc1nc2ccccc2o1)N1CCN(S(=O)(=O)c2ccc3ccccc3c2)CC1
25. Cc1ccc(NC(=O)CN2CCCC2c2cccn2C)cc1C (stereo not given)
26. Cc1ccc(-c2cc3ccccc3nc2N)cc1
27. Cn1nc(C(F)(F)F)c(-c2ccc(Br)cc2)c1NC(=O)CSCC(=O)O
28. Cn1ccnc1Sc1ccc(/C=N/NC(=O)c2ccccc2[N+](=O)[O-])cc1[N+](=O)[O-]
29. C#CCNC(=O)C1=C[C@@H](c2ccc(C(F)(F)F)cc2)C[C@@H](OCc2ccc(CO)cc2)O1
30. CC(Sc1nnnn1-c1ccccc1)C(=O)Nc1ccc(Cl)cn1 (stereo not given)

compound no.	21	22	23	24	25	26	27	28	29	30
GALK inhibitor	1%	2%	1%	3%	·	2%	-1%	3%	·	0%
MLL CXXC-DNA inh	-3%	8%	-2%	11%	·	-8%	-6%	-7%	·	-3%
a7 integrin act	-57%[inhibitor]	36%	-20%	8%	?	-10%	?	-12%	21%	-20%
KCNH2 WT inh	-13	-7	18	-22	-5	3	9	-1	-10	8
S-ASM inh	0%	-3%	2%	7%	0%	46%[activator]	-3%	-5%	-1%	-1%
TRPV1 agonist	17	18	1	2	·	12	-8	1	·	·
Coupling enz	-1	-1	-1	-1	·	2	-1	5	·	2
KCNH2 3.1 block	-1	-17	1	-38	8	4	-20	2	-16	1
A-T KAP1 phos	-7%	-7%	1%	-1%	9%	-18%	-1%	-8%	·	2%
MBNL1 CUG block	-7%	-1%	-17%	0%	·	-6%	-8%	?	·	-1%

31. CCN(CC)c1nc2ccccc2nc1-n1nc(C)cc1C
32. COc1cc(NC(=O)CN(C)S(=O)(=O)c2ccc3c(c2)CC(C)N3C(C)=O)cc(OC)c1OC (stereo not given)
33. CCCC(c1nnnn1CC(=O)OCC)N(Cc1cc2ccc(C)cc2[nH]c1=O)C1CCCC1 (stereo not given)
34. C=CCOC(=O)/C(=C\c1cccc2ccccc12)NC(=O)c1ccccc1
35. COc1ccc(OC)c(CNC(=O)c2cc(=O)[nH]c3ccc(S(=O)(=O)N4CCCC4)cc23)c1

compound no.	31	32	33	34	35
GALK inhibitor	-2%	1%	-1%	·	-1%
MLL CXXC-DNA inh	-3%	1%	-5%	-3%	-2%
a7 integrin act	-22%	10µM*	12%	-22%	·
KCNH2 WT inh	-7	-2	-5	-1	·
S-ASM inh	20%	-1%	0%	-2%	·
TRPV1 agonist	-1	3	6	21	0
Coupling enz	-3	4	-3	0	0
KCNH2 3.1 block	2	2	-23	-8	·
A-T KAP1 phos	4%	-5%	6%	3%	-1%
MBNL1 CUG block	10%	-3%	13%	8%	-2%

Entries of single compounds from above. Values in the order: GALK inhibitor	MLL CXXC-DNA inh	a7 integrin act	KCNH2 WT inh	S-ASM inh	TRPV1 agonist	Coupling enz	KCNH2 3.1 block	A-T KAP1 phos	MBNL1 CUG block
`COc1cc(NC(=O)CN(C)S(=O)(=O)c2ccc3c(c2)CC(C)N3C(C)=O)cc(OC)c1OC` (stereo not given) as listed: 1%	1%	10µM*	-2	-1%	3	4	2	-5%	-3%
`CCCC(c1nnnn1CC(=O)OCC)N(Cc1cc2ccc(C)cc2[nH]c1=O)C1CCCC1` (stereo not given) as listed: -1%	-5%	12%	-5	0%	6	-3	-23	6%	13%
`CCN(CC)c1nc2ccccc2nc1-n1nc(C)cc1C` as listed: -2%	-3%	-22%	-7	20%	-1	-3	2	4%	10%
